Compound activity: PubChem, Sanford-Burnham Center for Chemical Genomics
mIAP block: blocks mouse intestinal alkaline phosphatase. purified mouse IAP, CDP-Star luminescence, 30 min. inhibition, % at 10 µM. 330,000 tested, 0.2% active. AID 2806;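 active means inhibition of at least 40% at 10 µM in the primary screen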;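 further: plate controls were DMSO with enzyme for no effect and no enzyme wells for full effect; values of inactives mirror those of a sister screen read the other way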
SENP1 FRET inh: blocks the human SENP1 SUMO protease catalytic domain. 360,000 tested, 0.21% active. Q9P0U3. inhibition, % at 10 µM. recombinant SENP1 catalytic domain, CyPet-SUMO1-YPet FRET cleavage;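 active means inhibition at least 30% at 10 µM, raw YFP signal under a set limit, fluorescence ratio 0.5 to 1.5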;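 further: 0% = enzyme with DMSO and 100% = no enzyme wells; some results filed as inactive read as strong as hits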
Target sequence (Q9P0U3 419-644 limits assumed): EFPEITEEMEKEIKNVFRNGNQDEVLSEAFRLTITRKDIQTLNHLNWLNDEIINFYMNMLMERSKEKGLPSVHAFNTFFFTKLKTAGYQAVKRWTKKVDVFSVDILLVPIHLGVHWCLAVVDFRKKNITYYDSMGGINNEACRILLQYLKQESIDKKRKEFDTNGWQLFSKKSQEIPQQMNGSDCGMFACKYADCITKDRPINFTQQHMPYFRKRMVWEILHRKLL
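Assay system – human recombinant His6-tagged SENP1 catalytic domain enzyme · Input – SENP1 enzyme, 20 pM final · Buffer or medium – Tris pH 8 buffer plus EDTA, NaCl, BME, BSA, NP40, catalase · Schedule – 50 min reaction at room temperature · Technique – FRET read of cyan and yellow fluorescence · Control set – no-enzyme wells low, DMSO-plus-enzyme wells high control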
hIAP act: human IAP activation. P09923. purified human IAP, CDP-Star luminescence, 30 min; stronger effect = higher value; 1 = vehicle-only enzyme, 0 = enzyme-free background. activation factor at 10 µM. 330,000 tested, 0.16% active;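 active means activation factor of the enzyme at least 2-fold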; further: the source names both 10 and 20 µM as test concentration; values of inactives mirror those of a sister screen read the other way
Target sequence (P09923 whole entry, looked up): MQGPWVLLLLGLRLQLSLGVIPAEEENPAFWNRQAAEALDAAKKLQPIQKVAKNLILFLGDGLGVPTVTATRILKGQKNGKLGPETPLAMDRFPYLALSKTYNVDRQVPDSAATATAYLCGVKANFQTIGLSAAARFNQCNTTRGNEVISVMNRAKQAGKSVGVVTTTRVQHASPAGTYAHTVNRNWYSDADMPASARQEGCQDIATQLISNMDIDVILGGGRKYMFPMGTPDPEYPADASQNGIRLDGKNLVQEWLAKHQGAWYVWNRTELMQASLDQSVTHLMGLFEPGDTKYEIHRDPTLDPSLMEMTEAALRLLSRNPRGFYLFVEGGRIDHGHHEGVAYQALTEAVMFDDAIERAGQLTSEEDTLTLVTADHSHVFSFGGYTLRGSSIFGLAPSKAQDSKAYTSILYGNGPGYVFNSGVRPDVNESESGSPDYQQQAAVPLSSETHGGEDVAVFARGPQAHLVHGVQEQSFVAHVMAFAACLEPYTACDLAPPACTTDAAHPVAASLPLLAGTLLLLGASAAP
APOBEC3G inh: APOBEC3G (human) deaminase inhibition. recombinant A3G, ssDNA deamination FAM/TAMRA fluorescence. 330,000 tested, 0.28% active. inhibition, % at 20 µM. Q9HC16. AID 493012;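 active means inhibition of at least 40% at 20 µM, with no more than 30% in the related APOBEC3A deaminase screen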;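 further: plate controls were DMSO wells with A3G for no effect and wells lacking A3G enzyme for full effect; some compounds called inactive have numbers as strong as hits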
hIAP block: blocks human intestinal alkaline phosphatase | P09923 | purified IAP, CDP-Star luminescence, 30 min | inhibition, % at 10 µM | 330,000 tested, 0.12% active;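 active means inhibition reaching a set limit with compound at 10 µM in the primary screen, cut at about 35% in these data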;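 further: plate controls were DMSO wells with enzyme for no effect and no-enzyme buffer wells for full effect; values of inactives mirror those of a sister screen read the other way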
A3A deaminase: human APOBEC3A DNA deaminase inhibition. P31941. recombinant A3A, FAM/TAMRA ssDNA deamination fluorescence. inhibition, % at 20 µM. 330,000 tested, 0.41% active. AID 493011;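 active means at least 40% inhibition at 20 µM here, with at most 30% in a related deaminase screen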;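 further: plate controls were A3A with DMSO for no effect and wells lacking A3A enzyme for full effect; some results filed as inactive read as strong as hits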
Target sequence (P31941 whole entry, looked up): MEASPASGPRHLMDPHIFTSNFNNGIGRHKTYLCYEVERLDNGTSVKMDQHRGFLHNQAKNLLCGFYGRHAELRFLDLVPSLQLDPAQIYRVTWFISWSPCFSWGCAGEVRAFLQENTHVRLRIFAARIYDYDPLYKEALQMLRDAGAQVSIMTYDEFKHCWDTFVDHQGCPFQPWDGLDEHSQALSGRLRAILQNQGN
mIAP activ: increases mouse intestinal alkaline phosphatase activity | muIAP, CDP-Star luminescence, 30 min; stronger effect = higher value; 1 = vehicle-only enzyme signal, 0 = enzyme-free wells | activation factor at 10 µM | 330,000 tested, 0.24% active;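 active means activation factor of at least 2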; further: the source names both 10 and 20 µM as test concentration; values of inactives mirror those of a sister screen read the other way
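Assay system: mouse IAP enzyme; Reagent: CDP-Star chemiluminescent phosphatase substrate; Compound: DMSO-dissolved test compounds; Incubation: 30 min, room temperature; Technique: luminescence from enzymatic CDP-Star hydrolysis; Controls: DMSO-only wells and no-enzyme negative control.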
MIN6 prolif: MIN6 beta-cell proliferation induction. MIN6 cells proliferation, ATPlite luminescence, 48 h; cells starved in 0.2% serum; 100% = growth in 10% serum. proliferation, % at 10 µM. 330,000 tested, 0.29% active. AID 2380;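 active means compounds whose signal lies at least 3.5 SD above the mean of all wells on their plate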;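 further: 0% = DMSO-treated cells in low-serum medium and 100% = 10% serum control; some compounds called inactive have numbers as strong as hits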
NALP3 yeast inh: inhibitors of NALP3 inflammasome in yeast. Yeast reconstituted NLRP3/ASC/caspase-1, beta-gal luminescence, 24 h. inhibition, % at 10 µM. 330,000 tested, 0.39% active. AID 2825;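 active means inhibition of 50% or more; inactive means inhibition below 50%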;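 further: plate controls were induced DMSO wells for no effect and uninduced yeast grown without galactose for full effect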
Active calls of the source: *; x = no result given; & = joins results of further samples. Only part of the results is shown; rates above refer to the full screens.

Every second line gives: A3A deaminase | SENP1 FRET inh | APOBEC3G inh | MIN6 prolif | mIAP activ | hIAP block | hIAP act | mIAP block | NALP3 yeast inh
O=C(COC(=O)Cc1ccc(F)cc1)NCc1ccco1
    17 | 2 | 9 | 1 | 0.92 | -11 | 1.1 | 8 | 10
CC(C(=O)NC1C(=O)N2C(C(=O)O)=C(CSc3nnnn3C)CSC12)n1cc(Br)cn1 (configuration not stated)
    15 | 1 | 1 | -3 | 0.91 | -20 | 1.2 | 9 | 3
O=C(CC1C(=O)Nc2ccccc2N1CC(=O)N1CCCC1)Nc1ccc(Br)cc1 (configuration not stated)
    0 | -113 | -1 | 2 | 1 | 5 | 0.95 | -1 | 7
CCCc1ccc(OCC(O)CN2CCN(c3ccccc3)CC2)cc1 (configuration not stated)
    -2 | 2&0 | -2 | -2 | 0.95 | -12 | 1.1 | 5 | 49
CCn1c(=NC(=O)C2COc3ccccc3O2)sc2c(OC)ccc(OC)c21 (configuration not stated)
    1 | 1 | -4 | -5 | 0.99 | 2 | 0.98 | 1 | -2
Cc1csc(SCC(=O)Nc2sc3c(c2C#N)CCC3)n1
    6 | -6 | 42* | -3 | 0.99 | 18 | 0.82 | 1 | 38
Cc1cc(NS(=O)(=O)c2ccc(NC(=O)c3ccc(F)cc3)cc2)nc(C)n1
    -3 | 0 | -6 | -3 | 1 | -11 | 1.1 | 0 | -3
CCCc1nnc(N2C(=O)c3cccc4cccc(c34)C2=O)s1
    2 | 2 | -2 | -3 | 1 | -5 | 1.1 | -3 | 2
Cc1cc2nc(NCCCO)n(CC(=O)c3cc(C(C)(C)C)c(O)c(C(C)(C)C)c3)c2cc1C
    0 | -1 | -9 | -9 | 1 | 12 | 0.88 | -1 | 14
COc1ccc(-n2c(=S)[nH]c3cc(C(=O)Nc4ccccc4OC)ccc3c2=O)cc1
    -1 | x | -4 | 0 | 1 | 7 | 0.93 | -2 | 7
O=C(CN(Cc1ccc(Br)cc1)S(=O)(=O)c1ccccc1)NCc1ccncc1
    -3 | 4 | -8 | -2 | 1 | -13 | 1.1 | -2 | 5
CCOc1cc(S(=O)(=O)NCc2ccccc2)ccc1F
    1 | -2 | -1 | -3 | 0.95 | 10 | 0.9 | 5 | 25
CC(Sc1nnc(Cc2cccs2)n1C1CCCCC1)C(N)=O (configuration not stated)
    -1 | 4 | -4 | -2 | 0.97 | -13 | 1.1 | 3 | 14
COC(=O)[C@@H]1C[C@@H]2CC[C@@H](O)C[C@@H]2N1Cc1ccc(OC)cc1
    -3 | -12 | -10 | -3 | 1 | -20 | 1.2 | -3 | 26
C=CCn1c(SCC(=O)C(C)(C)C)nnc1-c1cccs1
    1 | 4 | -4 | -3 | 0.93 | 16 | 0.84 | 7 | 7
CC1(C)CC(=O)N(c2ccccc2)C1(C)O (configuration not stated)
    2 | 3 | -3 | -4 | 1 | 6 | 0.94 | 0 | 14
COc1ccc(C2OC(=O)C(C)(C)C(=O)C2(C)C)cc1OC (configuration not stated)
    -3 | 2 | -6 | 2 | 0.97 | 6 | 0.94 | 2 | 18
COc1ccc(CCNC(=O)COC(=O)c2cnccn2)cc1
    -3 | -4 | -5 | 0 | 1 | 1 | 0.99 | 0 | -7
CC1CCN(Cc2c(C(=O)N/N=C/c3cc(Br)ccc3O)nnn2-c2nonc2N)CC1
    2 | -12 | -1 | -4 | 0.85 | -45 | 1.4 | 14 | 31
COc1ccc(C2=NOC(C(=O)NCC(C)C)C2)cc1 (configuration not stated)
    2 | -1 | -1 | 0 | 0.99 | -4 | 1 | 1 | -2
Cc1nc2ccccn2c1C(=O)NN
    1 | -2 | -6 | 0 | 0.94 | 1 | 0.99 | 6 | 10
Cc1cc(S(=O)(=O)NCCCN2CCOCC2)ccc1F
    -2 | 1 | -4 | 1 | 0.88 | -14 | 1.1 | 12 | 11
COc1cccc(-c2cc(C(=O)Nc3cccc(O)c3)no2)c1
    -1 | 0 | -7 | -5 | 1 | 9 | 0.91 | -2 | 21
COC(=O)c1c(NC(=O)CN2CCN(S(=O)(=O)c3ccccc3)CC2)sc2c1CCC(C)C2 (configuration not stated)
    1 | x | -3 | 0 | 1 | 12 | 0.88 | -4 | 15
O=C(C1CCN(S(=O)(=O)c2cccnc2)CC1)N1CCN(C2CCCC2)CC1
    -1 | 3 | -3 | -2 | 1 | -17 | 1.2 | -3 | 19
O=C(CN1C(=O)c2ccccc2C1=O)N1CCN(C(=O)c2ccco2)CC1
    -2 | 0 | -6 | 0 | 0.94 | 7 | 0.93 | 6 | 17
CC(=O)c1cccc(NC(=O)c2ccc3c(Cl)c4c(nc3c2)CCCC4)c1
    3 | -6 | -5 | 1 | 1 | -4 | 1 | -2 | 3
CCN(CC)C(=O)c1oc2ccc(S(=O)(=O)N3CCCCCC3)cc2c1C
    3 | 1 | 2 | -1 | 0.95 | 5 | 0.95 | 5 | 5
CC(=O)c1sc(Nc2cccc(C)c2)nc1C
    -3 | 0 | -14 | -2 | 0.96 | 14 | 0.86 | 4 | 38
Cc1cc(Cl)cc(Cl)c1OCCOc1cccc2cccnc12
    0 | 1 | -8 | -3 | 0.91 | 6 | 0.94 | 9 | 18
O=C(CSc1nnc(Nc2ccccc2F)s1)c1cc2ccccc2o1
    29 | -2 | 26 | -5 | 0.9 | 16 | 0.84 | 10 | 23
COc1cccc(-n2c(SCC(=O)O)nnc2-c2cccnc2)c1
    0 | 3 | -6 | -2 | 0.98 | -3 | 1 | 2 | 4
CCNc1nc(NC(C)CC)nc(Oc2ccc(OCC)nn2)n1 (configuration not stated)
    -1 | 1 | -1 | -3 | 0.97 | 2 | 0.98 | 3 | -3
Cc1ccc(N(CC(=O)NCc2ccc(Cl)cc2)S(C)(=O)=O)cc1
    -3 | 1 | -4 | -2 | 1 | -16 | 1.2 | -1 | 4
Cc1ccc(CNc2nc(C)cs2)cc1
    -6 | -2 | -10 | -1 | 0.98 | 4 | 0.96 | 2 | 20
CCOCCCNC(=O)CCn1ccc2cc(S(=O)(=O)N3CCCC3)ccc21
    -6 | 0 | 0 | -1 | 0.95 | 8 | 0.92 | 5 | 4
COc1ccc(CN(C(=O)c2nsc(Cl)c2Cl)C(C(=O)NC2CCCC2)c2ccc(OC)cc2)cc1 (configuration not stated)
    1 | 0 | -5 | -6 | 0.94 | -7 | 1.1 | 6 | -2
COC(=O)c1cn(C(=O)c2ccccc2F)nc1N
    2 | 5 | -2 | 1 | 1.1 | 5 | 0.95 | -8 | -2
CCc1ccccc1NC(=O)CN1CCN(C(=O)C(C)NC(=O)c2ccc(Cl)cc2)CC1 (configuration not stated)
    0 | 2 | -8 | -4 | 0.9 | 23 | 0.77 | 10 | 26
CCn1c(SCc2ccc(F)cc2)nnc1C1CCN(S(=O)(=O)c2ccc(OC)cc2)CC1
    2 | 1 | 2 | -2 | 1.1 | -10 | 1.1 | -12 | 8
O=C(COC(=O)c1cc([N+](=O)[O-])ccc1N1CCOCC1)Nc1ccc(Cl)cc1
    9 | 0 | -1 | -2 | 0.95 | 10 | 0.9 | 5 | 20
CC(C)(C)c1cc(N)n(-c2ccc(C(=O)O)cc2)n1
    0 | -3 | -7 | -1 | 0.97 | -1 | 1 | 3 | 4
CC(C)(C)NC(=O)C(=O)NNC(=O)COc1ccccc1
    -3 | 2 | -9 | -4 | 0.92 | -107 | 2.1* | 8 | -3
O=C(CN(C(=O)CCC(=O)Nc1ccccn1)c1ccc(F)cc1)NCc1ccc(F)cc1
    -1 | -1 | 5 | 0 | 0.93 | 0 | 1 | 7 | 23
Cc1noc(C)c1CSc1nc2ccccc2n1CCc1ccccc1
    1 | 0 | -1 | -5 | 1 | -28 | 1.3 | -2 | 10
COc1ccc(NC(=S)N2CCN(c3ccccn3)CC2)cc1
    -5 | 2 | -5 | 1 | 0.89 | 2 | 0.98 | 11 | 18
CS(=O)(=O)N(CC(=O)Nc1ccc(S(=O)(=O)N2CCOCC2)cc1)c1ccccc1Cl
    3 | 9 | -5 | -2 | 0.95 | 4 | 0.96 | 5 | 16
N#C/C(=C\c1ccc(-c2ccccc2[N+](=O)[O-])o1)C(=O)Nc1nc(-c2cccs2)cs1
    3 | 10 | -3 | 0 | 0.74 | -7 | 1.1 | 26 | 35
Cc1c(Cl)cccc1NC(=O)CCN1CCCCC1
    -4 | 1 | -5 | -4 | 1.1 | -31 | 1.3 | -5 | 4
Cc1ccccc1N(Cc1cc(=O)[nH]c2ccccc12)C(=O)C(C)C
    1 | -1 | -3 | -1 | 0.94 | -1 | 1 | 6 | 7
O=C(CSc1nc2ccccc2c(=O)[nH]1)NCc1ccc(Cl)cc1
    2 | 2 | -2 | 1 | 1.1 | 3 | 0.97 | -14 | 17
COc1ccc(-c2cc(C(=O)N3CCCCCC3)no2)cc1
    -1 | 2 | -16 | 0 | 0.95 | 3 | 0.97 | 5 | 35
O=c1c2ccccc2cnn1Cc1n[nH]c(=S)n1-c1ccccc1
    -2 | 2 | 21 | 0 | 0.94 | 13 | 0.87 | 6 | 8
Nc1ncc2c(n1)CCN(c1ccc([N+](=O)[O-])cc1)C2
    -2 | -1 | -9 | 1 | 0.97 | 19 | 0.81 | 3 | 7
CCN(CC)C(=O)COC(=O)C1CCN(S(=O)(=O)c2ccc3c(c2)OCCO3)CC1
    -2 | 0 | -6 | 2 | 0.94 | -2 | 1 | 6 | 2
Nc1c(C(=O)Nc2ccccc2F)sc2nc(Cc3ccccc3)cc(C(F)(F)F)c12
    -3 | -21 | -11 | -2 | 0.95 | 3 | 0.97 | 5 | -6
N#Cc1cc([N+](=O)[O-])ccc1NCCN1CCOCC1
    4 | 3 | -9 | -3 | 1 | 20 | 0.8 | -2 | 1
O=c1c2ccccc2cnn1CCOc1ccccc1
    -5 | -1 | -9 | -5 | 1.1 | -4 | 1 | -13 | 23
O=C(c1c[nH]c2ccc(S(=O)(=O)N3CCOCC3)cc2c1=O)N1CCCC1
    1 | -1 | 0 | -1 | 0.96 | 1 | 0.99 | 4 | 17
Cc1ccc(N(C(=O)c2csnn2)C(C(=O)NCc2ccccc2)c2ccccn2)cc1 (configuration not stated)
    -3 | 0 | -5 | -1 | 1 | -7 | 1.1 | -2 | 5
COc1cc(/C=C/C(=O)OCC(=O)Nc2nnc(-c3ccccc3)o2)cc(OC)c1OC
    -1 | 1 | -5 | -6 | 1.1 | 3 | 0.97 | -6 | 11
